aSyn yeast inh – rescues yeast growth from alpha-synuclein toxicity; AID 652106; Potency, µM (doses to about 46.1 µM), without a hit: at the highest dose growth rescue (activation), actives largely listed as activators; Yeast expressing alpha-synuclein, growth rescue, BacTiter-Glo, 24 h; 370,000 tested, 0.14% active; note: % of control where 0% means no effect; nearly all actives have a fitted effect of over 65% in size
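Galactose-induced alpha-syn yeast (OD600=0.02, raffinose-pregrown) + pinned cpd, 24 hr, 30 deg C; growth by BacTiter-Glo luminescence. Growth restoration scores as activation.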
EPAC2 agonist – EPAC2 (human) agonism; 360,000 tested, 0.079% active; EPAC2 activation, biochemical qHTS; response scale: 100% = 6.5 mM cAMP response; Q8WZA2; Potency, µM (highest dose often 154 µM), for the others: at the highest dose activation, hits mostly activators; note: nearly all actives have a fitted effect of over 50% in size
Target sequence (Q8WZA2 whole entry, looked up): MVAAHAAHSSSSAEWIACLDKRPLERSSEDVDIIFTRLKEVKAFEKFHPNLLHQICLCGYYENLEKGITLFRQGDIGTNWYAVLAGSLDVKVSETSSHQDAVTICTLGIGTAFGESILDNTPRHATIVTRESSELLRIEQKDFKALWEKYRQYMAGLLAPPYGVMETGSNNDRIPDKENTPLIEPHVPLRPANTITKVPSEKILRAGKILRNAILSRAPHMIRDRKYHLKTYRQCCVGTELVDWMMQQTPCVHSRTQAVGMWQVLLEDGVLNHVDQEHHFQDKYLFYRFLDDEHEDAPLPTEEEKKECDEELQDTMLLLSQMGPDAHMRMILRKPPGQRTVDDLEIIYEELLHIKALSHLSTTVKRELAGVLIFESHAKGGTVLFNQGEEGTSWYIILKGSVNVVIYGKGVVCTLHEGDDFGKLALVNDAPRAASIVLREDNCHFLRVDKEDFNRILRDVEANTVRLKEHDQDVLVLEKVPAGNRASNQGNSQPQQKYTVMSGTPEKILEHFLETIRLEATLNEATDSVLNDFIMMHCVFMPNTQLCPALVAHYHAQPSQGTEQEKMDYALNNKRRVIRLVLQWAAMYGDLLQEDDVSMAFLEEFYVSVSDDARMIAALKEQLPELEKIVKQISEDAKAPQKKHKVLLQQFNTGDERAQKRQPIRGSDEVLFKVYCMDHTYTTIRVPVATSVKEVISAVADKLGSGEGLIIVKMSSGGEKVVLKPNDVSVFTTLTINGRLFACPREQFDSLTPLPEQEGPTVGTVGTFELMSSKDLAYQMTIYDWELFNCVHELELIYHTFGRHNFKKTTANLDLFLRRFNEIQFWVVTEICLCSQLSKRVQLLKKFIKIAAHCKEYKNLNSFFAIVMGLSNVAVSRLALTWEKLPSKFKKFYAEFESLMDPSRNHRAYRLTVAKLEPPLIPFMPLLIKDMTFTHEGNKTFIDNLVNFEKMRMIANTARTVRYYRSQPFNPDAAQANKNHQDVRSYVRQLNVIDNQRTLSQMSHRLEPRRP
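Setup: EPAC2 100 nM, labeled Rap1B complex 250 nM, free GDP 50 uM. Compound titrations pinned in, brief spin, 5 min room temperature incubation. Kinetic fluorescence read over 30 min, normalized to 6.5 mM cAMP.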
FUS suppressor – suppressors of FUS proteinopathy in yeast; 390,000 tested, 0.24% active; Potency, µM (series often up to 76.6 µM), without a hit: at the top dose growth rescue (activation), actives largely listed as activators; S. cerevisiae FUS-expressing, growth rescue, OD600, 24 h;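 note: plate controls were DMSO vehicle for no effect and reference control for full effect; nearly all actives have a fitted effect of over 55% in size; some results filed as inactive show a strong effect at the top dose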
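Yeast expressing FUS under galactose induction, OD 0.005 in 2% galactose medium; compounds in a dilution series, 24 h at 30C. Growth rescue by absorbance at 600 nm; CP55940 positive control, DMSO negative.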
EPAC2 antagonist – blocks human EPAC2 exchange factor | Q8WZA2 | EPAC2 GEF exchange of Rap1B-BODIPY-GDP, fluorescence | Potency, µM (titrated, usually from 114 µM), for the others: at the top dose activity, negative = inhibition, usual class: inhibitors | 360,000 tested, 0.18% active; note: % is set by controls: 0 for no effect and ±100 for the full control effect; nearly all actives have a fitted effect of over 45% in size; many of its hits are not listed in these tables
TDP-43 yeast inh – rescues yeast growth from TDP-43 toxicity | TDP-43 expressing yeast growth rescue, BacTiter-Glo, 24 h | Potency, µM (top dose mostly 46.1 µM), for inactives: at the highest dose growth rescue (activation), actives largely listed as activators | 410,000 tested, 1.8% active | AID 652104; note: % of control where 0% means no effect; nearly all actives have a fitted effect of over 50% in size
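Luminescence from BacTiter-Glo reports growth of TDP-43-expressing yeast after 24 hr at 30 deg C with compound. Cells were raffinose-pregrown to mid-log, then seeded in galactose medium at OD600=0.02.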
EPAC1 antagonist – EPAC1 (human) antagonism; O95398; 360,000 tested, 0.14% active; Potency, µM (series often up to 115 µM), for inactives: at the top dose activity change, negative = inhibition, most hits filed as inhibitors; EPAC1 GEF assay, Rap1b-BODIPY-GDP exchange fluorescence;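 note: plate controls were vehicle for no effect and positive control for full effect; nearly all actives have a fitted effect of over 50% in size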
EPAC1 agonist – activates human EPAC1 exchange factor; O95398; EPAC1 agonist qHTS, biochemical assay; response scale: 100% = response to 6.5 mM cAMP; Potency, µM (titrated, usually from 154 µM), without a hit: top-dose activation, hits mostly activators; 360,000 tested, 0.073% active; note: nearly all actives have a fitted effect of over 60% in size
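Compounds were pinned as a concentration titration into mixtures of EPAC1 (100 nM), BODIPY-GDP-loaded Rap1B (250 nM) and GDP (50 uM). After 5 min at room temperature, fluorescence was followed for 30 min; activity was scaled to 6.5 mM cAMP.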
PTHR1 agonist – PTHR1 (human) receptor agonism; 410,000 tested, 0.075% active; AID 743266; Potency, µM (doses to about 115 µM), inactives show at the highest dose activation, usual class: activators; HEK293 GP2 PTHR1 cells, GloSensor cAMP luminescence, 1 h; Q03431; note: nearly all actives have a fitted effect of over 55% in size; some results filed as inactive show a strong effect at the top dose; inactives centre near -15; many of its hits are not listed in these tables
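HEK-293-derived GP2 cells expressing PTHR1 and a GloSensor cAMP reporter, 3,000/well, plated overnight, given luciferin plus IBMX (each 0.5 mM as added) for 1 h at 37 °C, then compound for 1 h at 37 °C. Luminescence was read after 15 min at room temperature.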
* marks the source's active call; other numbers are inactive results; i = inactive; ? = inconclusive; · = not tested or not shown; & = joins results of further samples; [ ] = another dose, or the depositor's remark. Calls come from the whole dose curve; as a rule, active = well fitted curve in the direction sought with a large enough effect; inconclusive = small, poorly fitted or top-dose-only effect, or another doubt; inactive = no such curve, though single readings can be large; an effect the other way counts as inactive or inconclusive. Potency is the fitted concentration of half-maximal effect. The list is partial; count on the stated rates, not on these rows.

Below each SMILES – EPAC2 agonist | PTHR1 agonist | TDP-43 yeast inh | EPAC1 antagonist | FUS suppressor | EPAC1 agonist | EPAC2 antagonist | aSyn yeast inh
CCOC(=O)[C@H]1[C@H]2COc3ccc(Cl)cc3[C@@H]2N2C(=O)CN(Cc3ccc(OC)cc3)C(=O)[C@@]12C
→ 9% | -35%[inhibitor] | 3% | -7% | ? | -8% | -11% | 13%
Cn1c(CCN2CCCCC2)nc2cc(NC(=O)COc3ccccc3)ccc21
→ -1% | -21% | 13% | -2% | 12% | -6% | 2% | 8%
CCOC(=O)C1=C(O)/C(=C\c2ccc(CNS(=O)(=O)c3ccc(Br)cc3)o2)N=C1C
→ -4% | i | 17% | ? | · | 1% | 7% | 4%
Cc1ccc(S(=O)(=O)N(Cc2cc3ccccc3[nH]c2=O)c2cccc(C)c2)cc1
→ 7% | -40%[inhibitor] | -8% | -26% | -29% | 17% | 6% | 2%
Cc1ccsc1C(=O)OCC(=O)c1cc(C)n(C)c1C
→ -2% | -39% | -1% | -12% | -3% | -7% | -5% | -10%
CC(NC(=O)c1cc2ccccc2o1)c1cccs1 (configuration not stated)
→ 2% | -7% | -2% | 12% | -7% | 1% | 10% | 1%
CCC(=O)Nc1cccc(C2=NOC3(C2)C[C@@H](C(N)=O)N(C(=O)c2cc([N+](=O)[O-])cc([N+](=O)[O-])c2C)C3)c1 (some centres not stated)
→ 9% | -11% | 0% | -17% | 5% | 4% | 7% | -9%
COC(=O)c1[nH]c2ccc(C)cc2c1NC(=O)CN1CCN(c2ccc(F)cc2)CC1
→ 3% | -27% | 17% | 0% | 7% | 7% | -9% | 6%
CCOC(=O)c1oc2ccc(Cl)cc2c1NC(C)=O
→ 1% | i | 17% | -8% | -33% | -4% | -1% | -7%
O=C(Oc1cccnc1)c1ccc(Cl)cc1
→ -1% | i | -2% | -2% | -16% | -4% | 8% | ·
Cc1nc2nc(C)c(NS(=O)(=O)c3ccc(C(C)(C)C)cc3)c(=O)n2[nH]1
→ 5% | -10% | -17% | -7% | -3% | 4% | -10% | -5%
CCC(C)N(C(=O)COC(=O)CN=C1NS(=O)(=O)c2ccccc21)C1CCS(=O)(=O)C1 (configuration not stated)
→ 8% | 8% | -9% | -12% | -8% | -1% | 0% | -1%
CC(C)OC(=O)c1cccc(C(=O)OCc2ccco2)n1
→ 1% | i | 7% | -13% | -2% | 1% | -2% | -1%
Cc1ccc(Nc2nc(C(=O)NCC3CCCO3)cs2)cc1 (configuration not stated)
→ 5% | -9% | 13% | 12% | 15% | 1% | 3% | -8%
CN(Cc1ccco1)C(=O)c1cc2c(s1)-c1ccc(Cl)cc1S(=O)(=O)C2
→ 12% | -1% | 5% | -2% | -20% | 0% | 11% | -9%
CCN(CC)CCNC(=O)c1ccc(NC(=O)c2c(F)cccc2Cl)cc1
→ -5% | -19% | -14% | -21% | 42% | -4% | -9% | -6%
Cn1c(C(=O)NC2CC2)cc2c(=O)n(C)c3ccccc3c21
→ 14% | -19% | -11% | -23% | -8% | 8% | 1% | 13%
O=C(Nc1ccc(F)cc1)C(c1ccccc1)N1CCN(CC(=O)N2CCOCC2)CC1 (configuration not stated)
→ 5% | 4% | 8% | -2% | 4% | -2% | -4% | -1%[1.84 µM]
Cn1cccc1C(=O)OCC(=O)Nc1ccc2c(c1)OCO2
→ -2% | i | -6% | 5% | 6% | 0% | 2% | 2%
Cc1nc(SCC(=O)N2CCOCC2)c2c(C)c(C)sc2n1
→ 10% | i | 0% | -2% | 30% | 10% | 3% | 1%
CCN=C(Nc1cccc(F)c1)SC1CC(=O)N(c2ccc(OC)cc2)C1=O (configuration not stated)
→ 0% | i | 5% | -5% | -19% | 19% | -3% | 9%
O=C(/C=C/c1ccc2c(c1)OCO2)NC1CCCC1
→ 4% | -21% | -9% | -10% | -18% | 10% | 2% | -3%
COc1cc(/C=C(\C#N)c2nc3ccccc3o2)ccc1O
→ 11% | -54%[inhibitor] | -6% | ? | 6% | ? | 36%[activator] | -15%
COc1ccc(CNC(=O)C2CCCN(S(=O)(=O)c3c(C)noc3/C=C/N(C)C)C2)cc1 (configuration not stated)
→ 11% | i | 15% | 0% | 35% | 8% | 5% | 7%
Cc1ccc(S(=O)(=O)N2[C@@H](c3ccc(Br)cc3)C(C(=O)O)=C[C@H]2C(C)(C)C)cc1
→ 5% | -14% | 13% | -2% | 4% | -3% | -25% | -39%[inhibitor]
Cn1cc(C(=O)N/N=C/C2=C(N3CCOCC3)C(=C/c3ccc([N+](=O)[O-])cc3)/CC2)ccc1=O
→ -3% | i | 1% | -7% | 12% | 4% | -2% | 6%
Cc1ccc(NC(=O)[C@@H]2CCC(=O)N2C2OC(=O)c3ccccc32)cc1Cl (some centres not stated)
→ 2% | i | 11% | -8% | -4% | -3% | -5% | -13%
O=C(c1ccc2c(c1)N(Cc1ccc(F)cc1)C(=O)CS2)N1CCOCC1
→ 4% | -33%[57.5 µM] | -14% | -7% | 10% | 8% | -5% | 5%
Cc1ccc(C)c(Cn2nnc3c(=O)[nH]c(C4CCN(C(=O)c5ccco5)CC4)nc32)c1
→ 2% | i | 0% | 6% | 33% | 0% | -8% | 0%
C=CCn1c(SCC(=O)c2c(N)n(C)c(=O)n(C)c2=O)nnc1-c1ccccc1F
→ 3% | -7% | -2% | -18% | -6% | 9% | 0% | 0%
COc1ccccc1-n1c(CNC(=O)c2ccc(S(=O)(=O)N3CCCCC3)cc2)n[nH]c1=S
→ 14% | -14% | -2% | -4% | 30% | -14% | -3% | -4%
CCc1cccc(OCCCCN(CC)CC)c1
→ -7% | i | -3% | 6% | -8% | -14% | 10% | -6%
C=C(C)COc1ccc(-c2[nH]ncc2-c2ccc(OC)cc2)c(O)c1
→ 9% | i | ? | -6% | 0% | 17% | -21% | 13%
C/C(=N\Nc1ccc(Cl)c(C(=O)O)c1)c1ccc(N2CCOCC2)cc1
→ 5% | 13% | -2% | 0% | 22% | -10% | ? | -2%
Cc1cc(C(=O)Cn2nnc(-c3ccc(Cl)cc3)n2)c(C)n1CC1CCCO1 (configuration not stated)
→ 15% | -37%[inhibitor][57.5 µM] | 12% | 2% | 10% | 16% | 0% | 2%
Nc1c(N(CCO)C(=O)COc2ccc(Cl)cc2)c(=O)[nH]c(=O)n1Cc1ccccc1
→ 10% | i | 7% | -5% | 19% | 2% | 0% | -5%
Cc1cc(C)nc(Sc2ccc3nnnn3n2)n1
→ 0% | i | -7% | 14% | 5% | -4% | 12% | 0%
COc1cc(OC)cc(-c2c(-c3cccs3)c3cc(-c4cnc(OC)nc4)ccc3n2C)c1
→ 7% | i | 3% | -26% | -2% | -5% | -17% | -5%
CS/C(=N\S(=O)(=O)c1cccs1)NC(=O)CSc1nc2ccccc2s1
→ -3%&12% | -14% | -17%&-15% | ? | 21%&7% | -2%&10% | -16%&-16% | 7%&-5%
COc1cccc(C(=O)c2sc3nc(-c4ccccc4)cc(C(F)(F)F)c3c2N)c1
→ · | -12% | 19% | · | -1% | · | · | 12%
CCN(CC)S(=O)(=O)c1ccc(N2CCOCC2)c(NC(=O)COc2ccc(OC)cc2)c1
→ 15% | -31%[inhibitor] | 23% | 9% | 22% | 2% | ? | -1%[1.84 µM]
C[C@H]1CN([C@@H](C)CO)S(=O)(=O)c2ccc(Br)cc2O[C@H]1CN(C)C(=O)c1cnccn1
→ 19% | -21% | 3% | -11% | -12% | -25% | 8% | 0%
CCOC(=O)COc1cc2c3c(c(=O)oc2cc1C)CCCC3
→ -9% | i | -8% | -1% | 12% | 4% | 4% | -6%
CCOC(=O)C1CCCN(C(=O)c2cccc(N3C(=O)c4ccccc4C3=O)c2)C1 (configuration not stated)
→ -5% | -6% | 3% | 0% | -9% | -11% | 6% | 1%
CN1CCN(S(=O)(=O)c2cccc3nsnc23)CC1
→ 3% | i | -10% | 3% | 5% | -4% | -10% | 1%
COc1ccc(-n2nc(C(=O)NCC(=O)NC3CCCC(C)C3C)c3ccccc3c2=O)cc1 (configuration not stated)
→ -11% | i | -4% | -30% | ? | 1% | 3% | 3%
Cc1c(NC(=O)[C@@H](NC(=O)c2ccc(Cl)c([N+](=O)[O-])c2)C(C)C)c(=O)n(-c2ccccc2)n1C
→ -2% | -48%[inhibitor] | -16% | -1% | 19% | -9% | -4% | 9%
Cc1ccc(SCc2cc(=O)[nH]c(Nc3nc(C)c4ccc(C)cc4n3)n2)cc1
→ 1% | i | 2% | -7% | -8% | 10% | 1% | -1%
COc1cc(SC#N)ccc1N=Cc1c(C)[nH]n(-c2ccc(C)cc2C)c1=O
→ -9% | i | 6% | 17% | 29% | -10% | 0%[57.1 µM] | -1%
O=C(c1ccccc1-c1ccccc1)N1CCCC1
→ -3% | -8%[57.5 µM] | -6% | -6% | 12% | -1% | 0% | -7%
CCOC(=O)c1c(NC(C)=O)sc2c(OC(C)=O)cccc12
→ 0% | i | -9% | 6% | 3% | 18% | 1% | -3%
COC(=O)[C@@H](Cc1ccccc1)NC(=O)NCCc1ccc(OC)c(OC)c1
→ -1% | -3% | 21% | -1% | -21% | -2% | 3% | -5%
CN(C)/C=N/c1c(C#N)cnn1-c1ccc(C(F)(F)F)cn1
→ 4% | i | -17% | 12% | -4% | -4% | 13% | -4%
CN(C)c1nnnn1Cc1ccccc1
→ 9% | i | 5% | 10% | 13% | 4% | 2% | -3%
COc1ccccc1Cc1c(C2CCCCC2)nc2ccc(C)cn12
→ 11% | -6% | -18% | -4% | -10% | -2% | -21% | -6%
COCCNC(=O)Cn1c(=O)n(C)c2ccccc21
→ 1% | i | -4% | 6% | 5% | 8% | 2% | -3%
CCC(C)(C)NC(=O)COc1ccc(OCc2ccccc2)cc1
→ 1% | -1% | 15% | -23% | 4% | -2% | -4% | 1%
Cc1ccccc1CN1CCN(CC(=O)NCc2ccc3c(c2)OCO3)C1=O
→ 12% | i | -11% | -2% | 14% | 7% | -5% | 2%
Cc1noc(C)c1S(=O)(=O)N(C)C[C@@H]1OCc2cnnn2CCCC(=O)N([C@H](C)CO)C[C@@H]1C
→ -5% | -3% | 4% | 10% | -4% | 9% | -7% | -1%
O=C(NCCn1cc(SCc2ccccc2F)c2ccccc21)c1c(F)cccc1F
→ 7% | -40%[inhibitor] | -1% | -15% | -17% | -1% | -13% | 1%
COc1ccccc1NC(=O)CN1C(=O)CSC(C)C1=O (configuration not stated)
→ 5% | i | 18% | -17% | ? | 8% | -13% | -1%
c1c[nH]c(CN2CCN(Cc3ncc[nH]3)CC2)n1
→ 6% | i | 4µM* | 4% | · | -5% | 16% | 11%

Compound activity: PubChem, National Center for Advancing Translational Sciences (NCATS)
